# Assay outcomes deposited in PubChem by Broad Institute.
# Casp6 inh: inhibitors of human caspase-6. P55212. purified caspase-6, Z-VEID-R110 cleavage fluorescence. inhibition, % at 12.5 µM. 0.53% of 350,000 active;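 active means mean inhibition across replicates at least about 35%, with every replicate also reaching that limit, limit read from the data; inconclusive means only one of the two criteria met; inactive means neither criterion met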;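 further: 0% = median of neutral control wells and 100% = no fluorescence left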
# Target sequence (P55212 24-179 limits assumed): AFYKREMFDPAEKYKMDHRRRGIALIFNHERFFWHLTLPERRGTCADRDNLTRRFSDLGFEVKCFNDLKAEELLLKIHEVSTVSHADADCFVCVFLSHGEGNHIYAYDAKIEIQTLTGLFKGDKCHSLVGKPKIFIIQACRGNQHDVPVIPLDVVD
# Target sequence (P55212 194-293 limits assumed): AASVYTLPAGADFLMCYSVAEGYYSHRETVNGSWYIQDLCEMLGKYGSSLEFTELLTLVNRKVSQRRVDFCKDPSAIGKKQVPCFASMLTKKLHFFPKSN
# esBAF inh: blocks esBAF chromatin remodeling in mouse ES cells; Bmi1-luciferase knock-in reporter, 24 h; 100% = twice the neutral-well signal; reporter increase, % at 12.5 µM; 2% of 350,000 active; in the data active means activation above about 40%; inconclusive means no clear call, values can overlap the other calls;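 further: 0% = median of the plate's neutral control wells and 100% = double that signal; a rise in the Bmi1 reporter signal indicates esBAF inhibition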
# C2C12 statin: suppressors of simvastatin-induced myotoxicity in C2C12 myotubes. ATP luminescence, 48 h; scaled: DMSO 0, geranylgeraniol control 100. rescue of ATP level, % at 7.49 µM. 0.78% of 330,000 active;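 active means mean ATP rescue above about 67%, or every replicate alone reaching that limit, limit read from the data, passing the limit was not always enough; inconclusive means no clear call, values can overlap the other calls; inactive means mean under the limit and some replicate under it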;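 further: myotubes were challenged with 10 µM simvastatin during compound exposure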
# SIRT5 block: inhibitors of human sirtuin-5 desuccinylase; inhibition, % at 15 µM; Purified SirT5, succinyl-peptide AMC, trypsin-coupled fluorescence; AID 652115; 1.1% of 330,000 active; in the data active means inhibition above about 15%; inconclusive means no clear call, values can overlap the other calls
# Target sequence (Q9NXA8 whole entry, looked up): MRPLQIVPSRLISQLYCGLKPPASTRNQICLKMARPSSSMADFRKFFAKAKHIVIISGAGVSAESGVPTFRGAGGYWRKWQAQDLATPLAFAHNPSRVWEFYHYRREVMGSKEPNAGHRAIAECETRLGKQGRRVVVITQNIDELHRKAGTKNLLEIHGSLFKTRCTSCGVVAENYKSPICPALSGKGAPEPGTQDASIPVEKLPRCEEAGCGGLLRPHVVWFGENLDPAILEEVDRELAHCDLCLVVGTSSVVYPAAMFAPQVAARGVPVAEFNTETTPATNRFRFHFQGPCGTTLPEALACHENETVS
# S100A4 inh HTS: blocks human S100A4 binding to myosin IIA peptide | P26447 | S100A4/TAMRA-MyoIIA peptide fluorescence polarization | inhibition, % at 10.7 µM | 0.14% of 360,000 active;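 active means mean inhibition of at least 70% across replicates, with every replicate also reaching that level; inconclusive means mean inhibition reaches 70% but some replicates fall short; inactive means mean inhibition below 70%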
# Target sequence (P26447 whole entry, looked up): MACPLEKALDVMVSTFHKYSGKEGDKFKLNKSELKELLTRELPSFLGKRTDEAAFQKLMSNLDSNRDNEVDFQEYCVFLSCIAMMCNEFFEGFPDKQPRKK
#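 incubation = readout 5 min after mixing, signal stable up to 60 min | system = S100A4 monomer protein | buffer or medium = HEPES pH 7.2 with CaCl2, KCl, NaCl, DTT, Triton | benchmarks = neutral control DMSO, positive control TFP | also added = fluorescent myosin IIA peptide, 5 nM | compound dosing = one concentration per compound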
# LGR2 inh: Drosophila LGR2 receptor signaling inhibition; HEK293 LGR2, CRE-luciferase, bursicon-stimulated, 4 h; inhibition, % at 9.99 µM; 0.35% of 380,000 active; AID 720647;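 active means drop in luminescence signal, shown as inhibition above about 50% in the replicate tests, limit read from the data, passing the limit was not always enough; inconclusive means probably only some replicates passing the limit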;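 further: agonist challenge used bursicon conditioned medium at about half maximal strength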
# FN deposition inh: fibronectin deposition inhibition; AID 743247; inhibition, % at 12.6 µM; AH1F fibroblasts, Alexa488-fibronectin deposition fluorescence, overnight; 0.086% of 350,000 active;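 active means mean inhibition across replicates of 30% or more, regardless of how many single replicates reach that level; inconclusive means mean under 30% yet at least half of replicates reach 30%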;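 further: positive control wells lacked labelled fibronectin entirely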
#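 Assay system: AH1F fibroblasts assembling fluorescent fibronectin matrix; Amount: 10000 AH1F cells per well; Buffer or medium: DMEM, 2% serum; Probe or stimulus: Alexa488-fibronectin, 24 nM final in well; Doses: single compound dose, delivered by pin transfer; Incubation: 1 h adhesion, overnight exposure; Measured by: fluorescence 485/525 nm; Read-out: fibronectin deposition inhibition.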
# Numbers without * were called inactive; ? = inconclusive; · = no result given. A portion of the library (hit frequency here may not be typical).
# Results follow in this order: Casp6 inh	esBAF inh	C2C12 statin	SIRT5 block	S100A4 inh HTS	LGR2 inh	FN deposition inh
- NS(=O)(=O)c1ccc(CCNC(=O)c2ccc(Cl)c(S(=O)(=O)NCc3ccco3)c2)cc1
 : 3	·	-3	·	1	-1	14
- C[C@H]1CN([C@@H](C)CO)C(=O)c2cccc(NC(=O)c3nc4ccccc4s3)c2O[C@H]1CN(C)C(=O)Nc1ccccc1
 : -1	4	-24	12	-3	4	·
- CCc1nc2c(OCCOC)cccn2c1N(C)C(=O)c1ccco1
 : ·	-5	4	-2	-2	·	0
- CC1CCN(S(=O)(=O)c2ccc(NC(=O)CN3CCCC(C)C3)cc2)CC1 (configuration not stated)
 : ·	-3	7	·	·	14	-2
- O=C(c1cccnc1)N1C[C@@H]2[C@H](c3ccccc31)[C@H](CO)N2C(=O)Nc1ccccc1
 : -1	0	17	2	19	-8	5
- O=C(C[C@@H]1C=C[C@H](NC(=O)C2CC2)[C@@H](CO)O1)Nc1ccccc1
 : 0	-4	5	1	9	10	·
- CC(=O)c1cc(-c2ccccc2)n(CC(=O)N2CCCC2)c1C
 : -4	·	·	1	-4	3	·
- CCC(C)N(C(=O)COC(=O)COc1c(C)cc(C)cc1C)C1CCS(=O)(=O)C1 (configuration not stated)
 : -1	2	-5	-1	0	11	-2
- Cc1cc(C)nc(Nc2nc(-c3ccccc3)cs2)n1
 : -1	-54	-8	2	1	42	1
- Cc1cc(NC(=O)c2cc(-c3ccco3)on2)nn1Cc1ccc(Cl)cc1
 : ·	2	-14	·	·	-8	10
- Cc1cc2c3c(c1C)C(=O)C(=O)N3C(C)(C)CC2C (configuration not stated)
 : 0	-5	-2	-9	-3	-16	0
- C[C@H]1CN([C@@H](C)CO)C(=O)Cc2cc(NS(=O)(=O)c3cccs3)ccc2O[C@H]1CN(C)S(=O)(=O)c1ccc(Cl)cc1
 : 1	·	·	2	-5	14	·
- CC1CCCN(S(=O)(=O)c2ccc(C(=O)Nc3nnc(C4=COCCO4)o3)cc2)C1 (configuration not stated)
 : 9	1	-7	-2	1	-6	·
- CCCn1c(SCC(=O)N2N=C3/C(=C/c4ccc(OC)cc4)CCCC3C2c2ccc(OC)cc2)n[nH]c1=O (configuration not stated)
 : 1	6	11	-2	-4	15	4
- Cc1nn(C)c(C)c1C(C)NC(=O)c1cc(COc2ccc(F)c(F)c2)on1 (configuration not stated)
 : 1	51*	-2	-2	1	-40	-9
- COc1ccc(S(=O)(=O)N[C@@H]2CC[C@H](CC(=O)NCCc3ccccc3)O[C@H]2CO)cc1
 : 0	0	0	-5	5	9	8
- O=C(C[C@H]1C=C[C@H](NC(=O)Nc2ccc(C(F)(F)F)cc2)[C@H](CO)O1)NCc1cccc(F)c1
 : -1	23	-4	-1	7	5	·
- Clc1cnc(N/N=C/c2ccncc2)c(Cl)c1
 : 3	10	-10	0	0	6	2
- CC(C)NC(=O)N(C)C[C@H]1Oc2ccc(NC(=O)CCCN(C)C)cc2C(=O)N([C@H](C)CO)C[C@@H]1C
 : -1	-2	5	-2	22	21	·
- Cc1noc(C)c1NC(=O)Nc1ccc2c(c1)C(=O)N([C@@H](C)CO)C[C@@H](C)[C@H](CN(C)C(=O)Nc1ccc(F)cc1)OCCCC[C@H](C)O2
 : 1	1	-7	-2	8	-4	0
- O=C(CC1NCCNC1=O)OCCCc1ccccc1 (configuration not stated)
 : -13	-2	·	-13	4	-33	-2
- CCOC(=O)C1CCN(C(=O)Cn2nc(C)n3c(cc4cc(F)ccc43)c2=O)CC1
 : -1	3	-9	-3	-4	3	10
- Fc1ccccc1-c1cc2cc3c(cc2cn1)OCO3
 : 0	17	0	·	2	12	-5
- Cc1ccc(NC(=O)CCCn2c(=S)[nH]c3ccsc3c2=O)cc1C
 : 7	9	-1	-4	0	4	0
- COc1cccc(CNc2nc3cc(-c4ccccc4)sc3c(=O)n2C)c1OC
 : -1	8	9	1	0	-12	5
- CCN(CC(=O)Nc1c(F)cccc1F)C(=O)CCN1C(=O)c2cccc([N+](=O)[O-])c2C1=O
 : 1	7	-14	-3	1	-4	-4
- C[C@@H]1CN([C@@H](C)CO)C(=O)c2cc(NS(=O)(=O)c3cccs3)ccc2O[C@@H](C)CCCCO[C@H]1CN(C)C(=O)Nc1ccc(F)cc1
 : 4	0	·	5	9	-11	·
- CCC(C)[C@H]1CN=C(N)N1CCc1cccc(F)c1 (some centres not stated)
 : ·	3	-11	·	·	4	7
- O=C(c1ccncc1)N1C[C@@H]2[C@H](c3ccccc31)[C@H](CO)N2C(=O)Nc1ccccc1Cl
 : -7	-10	-2	-1	0	1	·
- CCN(CC)CCC(c1cc(OC)c(OC)c(OC)c1)c1c(O)cc(OC)cc1OC (configuration not stated)
 : -13	-4	0	-2	-12	4	5
- COc1nc(-c2ccccc2)cc(-c2ccc(OC)c(OC)c2)n1
 : ·	25	-7	·	·	-8	4
- CCN1CCN(C(=O)c2ccc3c(c2)N(Cc2ccccc2)C(=O)c2ccccc2S3(=O)=O)CC1
 : 3	4	-7	-4	1	·	8
- Cc1ccc(C(=O)CCS(=O)(=O)c2ccc(Br)cc2)cc1
 : -2	9	6	-7	-3	4	·
- COCc1cn(CC[C@H]2CC[C@H](NC(=O)Nc3ccccc3)[C@@H](CO)O2)nn1
 : -2	-1	1	2	2	10	·
- CCOc1cc(/C=C(\CC(=O)O)c2nc3ccccc3s2)ccc1OC
 : 0	·	·	3	-2	-13	-4
- COc1ccc(Nc2nc(-c3sc(C)nc3C)cs2)cc1
 : 2	24	-47	-6	0	-26	13
- COc1ccc(C(=O)Nc2nc(CC(=O)NCc3c(F)cccc3F)cs2)cc1
 : 1	?	-1	·	-1	-28	9
- C[C@@H]1CCCCO[C@H](CN(C)Cc2ccncc2)[C@H](C)CN([C@H](C)CO)C(=O)c2cc(NC(=O)Nc3cccc4ccccc34)ccc2O1
 : 2	-1	·	0	-2	18	·
- COc1ccc(CC(=O)Nc2ccncc2Cl)cc1
 : -1	-19	-9	-1	-1	16	·
- COCC#Cc1ccc([C@@H]2[C@H](CO)N3C(=O)CN(C(=O)Nc4ccc(F)cc4)C[C@@H]23)cc1
 : 1	·	·	-1	5	2	·
- Cc1ccc(-n2c(Cn3c(C)nc4ccccc43)n[nH]c2=S)cc1
 : 3	-6	-4	1	-2	-11	1
- O=c1[nH]c(C2CCCN(S(=O)(=O)c3cccc(F)c3)C2)nc2c1nnn2Cc1ccccc1 (configuration not stated)
 : -1	-1	37	0	-2	-11	5
- C[C@H]1CN([C@@H](C)CO)S(=O)(=O)c2ccc(-c3cccc(C#N)c3)cc2O[C@@H]1CN(C)C(=O)C1CC1
 : 1	6	20	-2	-13	3	-4
- COC(=O)c1ccc(COc2ccc3c(c2)CCC3)o1
 : 1	·	·	6	-6	-99	-13
- Cc1nnc(NC(=O)c2ccc3ccccc3n2)s1
 : 0	43*	11	-1	-5	-59	4
- Cc1ccc(S(=O)(=O)NCc2ccc(/C=C(/C#N)C(=O)NCc3ccccc3)o2)cc1
 : -1	·	·	3	-1	0	-3
- Nc1nc(-c2ccccc2Cl)cs1
 : 1	?	-8	0	-5	-30	-3
- O=S(=O)(Nc1cc(S(=O)(=O)N2CCOCC2)ccc1NCC1CCCO1)c1ccccc1 (configuration not stated)
 : 0	-3	15	4	-5	-4	-1
- Cc1c(N=Cc2cc3c(cc2[N+](=O)[O-])OCO3)cccc1[N+](=O)[O-]
 : 16	·	·	-5	-10	11	-3
- CCOC(=O)CCC(NC(=O)CCCCCCCCC(=O)NC(CCC(=O)OCC)C(=O)OCC)C(=O)OCC (configuration not stated)
 : 3	·	·	-2	3	·	8
- Cc1cccc(NS(=O)(=O)c2c(C)[nH]c(C)c2C(=O)N2CCCC2)c1
 : 3	5	15	2	5	-6	-4
- COc1ccc(C(=O)NCCS(=O)(=O)N2CCc3ccccc3C2)cc1OC
 : 3	-1	6	-3	-10	6	4
- CCc1ccc(S(=O)(=O)c2n[nH]n3c2nc(=O)c2ccccc23)cc1
 : ·	1	8	-4	2	-4	·
- CN1CCCCN2[C@H](CO)[C@H](c3ccc(C#Cc4ccccc4F)cc3)[C@H]2C1
 : 5	-7	10	3	-1	-13	·
- O=C(CSc1nc2ccccc2[nH]1)Nc1nc(-c2cccc(Br)c2)cs1
 : 1	·	·	0	-1	?	-13
- C[C@@H]1CCCCO[C@@H](CN(C)Cc2ccc(C(=O)O)cc2)[C@@H](C)CN([C@H](C)CO)C(=O)c2cc(NC(=O)c3ccccc3)ccc2O1
 : -1	-4	·	-2	4	-12	1
- CCC1CCCCN1C(=O)CSc1nc(N)c(NC(=O)c2ccc(OC)c(OC)c2)c(=O)[nH]1 (configuration not stated)
 : -2	-1	12	-2	10	-1	-2
- S=C(NCc1ccccc1)N1CCCCC1
 : -1	·	·	8	-3	-28	·
- O=C1c2c(-c3ccc(Br)cc3)noc2CCN1Cc1cn(Cc2cccnc2)nn1
 : -3	·	·	-1	-3	4	13
- CCOC(=O)C(C)Sc1ccc2nnc(CCNS(=O)(=O)c3ccc(C)cc3)n2n1 (configuration not stated)
 : -1	-11	8	·	0	16	11

# (further entries)
# Results follow in this order: Casp6 inh	esBAF inh	C2C12 statin	SIRT5 block	S100A4 inh HTS	LGR2 inh	FN deposition inh
- CCc1nnc(NS(=O)(=O)c2ccc(NC(=O)c3ccccc3O)cc2)s1
 : 2	-4	-2	1	-1	0	6
- CC(C)Oc1ccc(CSc2nnc3n(C)c(=O)c4c5c(sc4n23)CCCC5)cc1
 : ·	4	0	·	·	15	-2
- CCC(=O)N[C@H]1CC[C@@H](CC(=O)NCc2cc(F)cc(F)c2)O[C@@H]1CO
 : 4	0	-4	4	1	21	3
- O=C(C[C@H]1C[C@@H]2c3cc(NS(=O)(=O)c4ccc(F)cc4)ccc3O[C@@H]2[C@H](CO)O1)NCc1ccc(-c2ccccc2)cc1
 : 0	-3	31	?	3	8	-4
- CCS(=O)(=O)NCC[C@H]1CC[C@H](NC(=O)Cc2ccccn2)[C@@H](CO)O1
 : 2	-1	2	5	5	0	-24
- C[C@@H]1CCCCO[C@@H](CN(C)S(=O)(=O)c2ccc(F)cc2)[C@H](C)CN([C@H](C)CO)C(=O)c2cc(NS(=O)(=O)c3ccccc3)ccc2O1
 : 0	-1	-1	16*	-9	-15	·
- CCC(CC)C(=O)Nc1nnc(SCC(=O)NC2CC2)s1
 : 0	·	·	·	-2	4	-1
- C[C@@H]1CN(c2c(F)c(F)c3c(=O)c(C(=O)O)cn(C4CC4)c3c2F)C[C@H](C)N1
 : -1	-10	5	-3	0	11	-2
- COC(=O)c1ccc(NC(=O)C(=O)NCC2CCCO2)cc1 (configuration not stated)
 : 2	45*	2	0	-14	1	-8
- Clc1cccc(-c2nc3nc4ccccc4nc3n2Cc2ccccc2)c1
 : -7	·	·	-2	0	-7	4
- CC1=CC(C)C2C(=O)N(CCCN(C)C)C(=O)C2C1 (configuration not stated)
 : ·	3	24	·	·	-2	·
- O=C(NCc1ccco1)c1cccc2c1C(=O)N(C1CCCCC1)C2
 : ·	-4	-3	·	·	·	2
- O=S(=O)(Cc1ccccc1)N1CCNCC1
 : -5	-7	-6	0	-2	12	3
- COc1ccccc1C=NNc1nc(C)cc(=O)[nH]1
 : 1	9	5	1	3	-3	-9
- C[C@H]1CN([C@@H](C)CO)S(=O)(=O)c2ccc(-c3ccccc3)cc2O[C@H]1CN(C)C(=O)CN(C)C
 : -1	5	5	-4	18	-11	-3
- O=C(O)C[C@H]1c2cc(F)ccc2S(=O)(=O)N1Cc1ccccc1
 : 13	7	-7	-3	-1	6	0
